HCV inh: HCV inhibition. Huh7.5.1 HCVcc-Cre infection, luciferase reporter, 44 h. Potency, µM (top dose mostly 41.8 µM), for the others: top-dose activity change, negative = inhibition, usual class: inhibitors. 340,000 compounds, 3.4% hits. AID 651820; note: potency is the fitted concentration of half-maximal effect; % is set by controls: 0 for no effect and ±100 for the full control effect
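Cells (1,000/well) were plated 4 h before compound, then infected with HCVcc-Cre virus (~0.5 moi). After 44 h further culture, infection was read as luciferase luminescence following a 15 min substrate incubation at room temperature.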
TbPYK inhibitor: inhibitors of Trypanosoma brucei pyruvate kinase. TbPYK enzyme, Kinase-Glo Plus ATP luminescence, 45 min. AID 624173. Potency, µM (top dose mostly 76.8 µM), for the others: at the highest dose activity, negative = inhibition, most hits filed as inhibitors. Q57TT1. 410,000 compounds, 0.12% hits; note: potency is the fitted concentration of half-maximal effect; % is set by controls: 0 for no effect and ±100 for the full control effect; nearly all actives have a fitted effect of over 50% in size
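Quantitative HTS: titrated library compounds versus trypanosomal pyruvate kinase in TEA buffer (pH 7.2) containing KCl, MgCl2, BSA and Tween-20. Reactions were initiated with ADP, 130 uM final. Kinase-Glo Plus luminescence was read after 45 min at RT.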
LmPK inh: inhibitors of Leishmania mexicana pyruvate kinase; Potency, µM (top dose mostly 57.5 µM), inactives show at the top dose activity change, negative = inhibition, usual class: inhibitors; purified LmPK, Kinase-Glo ATP luminescence, 1 h; AID 1721; 290,000 compounds, 0.37% hits; Q27686; note: potency is the fitted concentration of half-maximal effect; % is set by controls: 0 for no effect and ±100 for the full control effect
Target sequence (Q27686 whole entry, looked up): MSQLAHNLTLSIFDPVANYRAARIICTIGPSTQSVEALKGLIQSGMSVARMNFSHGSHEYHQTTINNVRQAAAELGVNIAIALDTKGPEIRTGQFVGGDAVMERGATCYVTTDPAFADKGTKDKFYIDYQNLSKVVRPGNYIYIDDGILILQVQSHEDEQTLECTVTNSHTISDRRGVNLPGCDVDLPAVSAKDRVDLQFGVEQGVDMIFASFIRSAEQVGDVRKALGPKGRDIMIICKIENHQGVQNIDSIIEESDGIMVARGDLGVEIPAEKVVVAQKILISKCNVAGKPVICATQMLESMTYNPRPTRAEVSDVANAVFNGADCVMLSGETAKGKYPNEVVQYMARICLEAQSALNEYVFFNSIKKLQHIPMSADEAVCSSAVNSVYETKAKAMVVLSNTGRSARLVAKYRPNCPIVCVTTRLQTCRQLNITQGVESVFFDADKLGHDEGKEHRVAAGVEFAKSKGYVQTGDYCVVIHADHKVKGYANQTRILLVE
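Pyruvate kinase activity monitored as ATP production (luciferase luminescence). Conditions: 0.1 nM enzyme, 0.5 mM PEP, 0.1 mM ADP, 1 h, RT; normalized against uninhibited and no-enzyme wells.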
Pf growth 48h: inhibits P. falciparum growth in the first generation, 48 h; P. falciparum luciferase growth in erythrocytes, 48 h; 310,000 compounds, 5.9% hits; Potency, µM (titrated, usually from 28.7 µM), without a hit: at the top dose activity change, negative = inhibition, most hits filed as inhibitors; note: potency is the fitted concentration of half-maximal effect; % is set by controls: 0 for no effect and ±100 for the full control effect
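Luminescence readout; reporter = integrated firefly luciferase in P. falciparum. RBC culture at 2% hematocrit, 0.1% parasitemia final, 37 C/5% CO2; decreased signal taken as growth inhibition.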
Cycloheximide cs: counter-screen for Shiga toxin inhibitors: cycloheximide protein synthesis inhibition; cell reporter, cycloheximide protein synthesis inhibition counterscreen; max response, %; 300,000 compounds, 12% hits; in the data active = max response mostly above about 13%, no sharp cut-off; inactive = mostly below about 14%; note: read at 38.3 µM for the half of the compounds with a filed dose; 0% is about no effect
Pf growth 96h: inhibits malaria parasite growth, 96 h. P. falciparum luciferase reporter growth, 96 h. Potency, µM (series often up to 28.7 µM), inactives show at the highest dose activity change, negative = inhibition, hits mostly inhibitors. 320,000 compounds, 6.9% hits; note: potency is the fitted concentration of half-maximal effect; % is set by controls: 0 for no effect and ±100 for the full control effect
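Compounds incubated with erythrocytes infected by luciferase-expressing P. falciparum (2% hematocrit, 0.05% parasitemia final) for 96 hours, 37 C in 5% CO2. Growth inhibition scored as decreased luciferase luminescence.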
Shiga inhibitor: inhibitors of Shiga toxin in Vero cells | AID 2315 | 290,000 compounds, 9.2% hits | Vero cells, Shiga toxin protein synthesis inhibition reporter | inhibition, % at 38.7 µM; in the data active = inhibition mostly above about 28%, no sharp cut-off; inactive = mostly below about 43%; note: 0% is about no effect
Active calls of the source: *; ? = inconclusive; · = not tested or not shown; & = joins results of further samples; [ ] = remark or other dose. Unless noted, calls come from the whole dose curve; as a rule, active = well fitted curve in the direction sought with a large enough effect; inconclusive = small, poorly fitted or top-dose-only effect, or another doubt; inactive = no such curve, though single readings can be large; an effect the other way counts as inactive or inconclusive. An unsorted share of the library; overall some 24% were active at least once.

[1] O=C(C1=NN[C@@H]2C(=O)N(c3cccc(C(F)(F)F)c3)C(=O)[C@H]12)c1ccc2ccccc2n1
[2] Cc1ccc(NC(=O)/C(=C\c2ccccc2)NC(=O)c2ccco2)cc1
[3] COc1cccc(NC(=O)CN2CCCCCC2)c1
[4] O=C(CNC(=O)c1ccccn1)N/N=C/c1ccc2c(c1)OCO2
[5] CCC1=NN(C(=O)c2cccc(Br)c2)C(O)(c2ccc(Br)cc2)C1 (configuration not stated)
[6] CCn1ncc(/C=C/C(=O)Nc2c(C)nn(Cc3ccc(Cl)cc3Cl)c2C)c1C
[7] CCCc1cc(=O)oc2cc(OCC(=O)NC3CC(C)(C)NC(C)(C)C3)ccc12
[8] COc1ccc(N=C(C)C2=C(O)COC2=O)cc1

Compound,1,2,3,4,5,6,7,8
HCV inh,12%,-2%,9%,6%,16µM*,?,?,21%
TbPYK inhibitor,-1%,-7%,0%,-6%,2%,0%,1%,-3%
LmPK inh,4%,8%,-3%,4%,5%,2%,2%,-7%
Pf growth 48h,14%,-11%,114%[activator],21%,?,?,-16%,·
Cycloheximide cs,1,1,23*,42*,41*,-4,2,3
Pf growth 96h,19%,19%,?,?,?,?,15%,0.33µM*
Shiga inhibitor,-9,16,·,100*,70*,32,-5,20

[9] COC(=O)CCC(=O)Nc1ccc(Cl)c(Cl)c1
[10] COc1ccc(C2SCCN2C(=S)Nc2cccc(C(F)(F)F)c2)cc1 (configuration not stated)
[11] CCOC(=O)N1CCN(C(=O)/C(=C/c2ccc(Cl)cc2)NC(=O)c2ccccc2)CC1
[12] O=C(NCCc1ccccc1)C(NS(=O)(=O)c1cccc2nsnc12)c1ccccc1 (configuration not stated)
[13] Cc1nnc(-c2cccc(Br)c2)c2cn(-c3ccccc3)nc12
[14] CN1CCN(Cc2cccc3ncccc23)CC1CCO (configuration not stated)
[15] C=CCN1CN=C(NS(=O)(=O)c2ccc(NC(C)=O)cc2)NC1
[16] COc1ccc(-c2csc(C3=C(O)CN(Cc4ccc(Cl)cc4)C3=N)n2)cc1OC

Compound,9,10,11,12,13,14,15,16
HCV inh,20%,30%,-22%,26%,?,22%,9%,11µM*
TbPYK inhibitor,1%,-18%,3%,-4%,-3%,5%,4%,3%
LmPK inh,-2%,3%,2%,2%,0%,-3%,11%,7%
Pf growth 48h,12%,2.3µM*,-20%,?,11%,-11%,-30%,?
Cycloheximide cs,1,-2,-2,-5,-2,-2,-2,-5
Pf growth 96h,5%,9.3µM*,?,?,13%[5.75 µM],?,?,·
Shiga inhibitor,31,-4,3,-3,-6,19,13,-19

5 neighbouring compounds out of the list so far:
[9] COC(=O)CCC(=O)Nc1ccc(Cl)c(Cl)c1
[10] COc1ccc(C2SCCN2C(=S)Nc2cccc(C(F)(F)F)c2)cc1 (configuration not stated)
[11] CCOC(=O)N1CCN(C(=O)/C(=C/c2ccc(Cl)cc2)NC(=O)c2ccccc2)CC1
[12] O=C(NCCc1ccccc1)C(NS(=O)(=O)c1cccc2nsnc12)c1ccccc1 (configuration not stated)
[13] Cc1nnc(-c2cccc(Br)c2)c2cn(-c3ccccc3)nc12

Compound,9,10,11,12,13
HCV inh,20%,30%,-22%,26%,?
TbPYK inhibitor,1%,-18%,3%,-4%,-3%
LmPK inh,-2%,3%,2%,2%,0%
Pf growth 48h,12%,2.3µM*,-20%,?,11%
Cycloheximide cs,1,-2,-2,-5,-2
Pf growth 96h,5%,9.3µM*,?,?,13%[5.75 µM]
Shiga inhibitor,31,-4,3,-3,-6

(further entries)
[17] Cc1nc(SCC(=O)c2ccc(Cl)s2)c2oc3ccccc3c2n1
[18] CCOC(=O)NC1(NC2CCCCC2)Oc2ccccc2O1
[19] CC1CCN(C2=NC(=O)/C(=C/c3ccc(O)cc3)S2)CC1
[20] CCC1=C(OC(=O)c2ccccc2)C(C)(C)C(c2ccccc2)OC1=O (configuration not stated)
[21] Cc1ccc(S(=O)(=O)N2CCC3(CC2)CC(=O)c2ccccc2O3)cc1
[22] C#CCOCCOCCOCCNc1nc(N2CCN(C(=O)CCCCCCCCCCNC(=O)[C@@H](CCC(=O)O)n3cc(CCCCCN)nn3)CC2)nc(N2CCN(C(=O)CCCCCCCCCCNC(=O)[C@H](CO)n3cc(CCCCCN)nn3)CC2)n1
[23] O=C1/C(=C/c2cccc(Cl)c2)CSc2sccc21
[24] CCOc1ccc(NC(=O)CN(C)C(=O)c2cc(C3CC3)nn2-c2ccccc2)cc1OCC

Compound,17,18,19,20,21,22,23,24
HCV inh,-20%,?,-16%,19%,-4%,0%,3%,2%
TbPYK inhibitor,-9%,-9%,3%,1%,-4%,-3%,1%,8%
LmPK inh,4%,-2%,-12%,7%,·,·,8%,·
Pf growth 48h,0%,-30%,?,·,6%,2.1µM*,7%,?
Cycloheximide cs,8,-1,32*,-5,·,·,3,·
Pf growth 96h,14%,-8%,?,?,14%,5.9µM*,5%,-11%
Shiga inhibitor,10,13,39,-4,·,·,-7,·

[25] CC1(C(=O)O)CCC(C(=O)Nc2ccccc2O)C1(C)C (configuration not stated)
[26] COc1cccc(-c2cc(=O)c3cc(NC(C)=O)ccc3[nH]2)c1
[27] Cc1ccc(C(=O)Nc2ccc3c(c2)OCO3)cc1S(=O)(=O)N1CCCCC1
[28] CC/C(=C1/C(=O)CC(C)(C)C(C(=O)OC)C1=O)N1CCCC1 (configuration not stated)
[29] CCC(=NCCCN1CCOCC1)c1c(O)n(Cc2ccccc2)c(=O)[nH]c1=O
[30] COc1ccc(NC(=S)NNS(=O)(=O)c2ccc3ccccc3c2)c(OC)c1
[31] CCOC(=O)/C(=C\C=C\c1ccccc1)NC(=O)c1ccccc1
[32] Cc1ccc(O)c(C2=NNC(O)(C(F)(F)F)C2)c1 (configuration not stated)

Compound,25,26,27,28,29,30,31,32
HCV inh,9%,-3%[8.37 µM],?,20%,11%&4%,-13%,?,11µM*
TbPYK inhibitor,3%,-2%,-5%,4%,-2%,-24%,-9%,2%
LmPK inh,7%,-2%,-4%,1%,11%,1%,-2%,0%
Pf growth 48h,·,160%[activator],-25%,6%,3%,7%,21%,13µM*
Cycloheximide cs,-7,17,20*,1,-2,6,6,8
Pf growth 96h,12µM*,128%[activator],47%[activator],0%,?,-21%,-8%,·
Shiga inhibitor,-22,-3,44,10,-9,12,8,-9

[33] Cc1cc([N+](=O)[O-])nn1CC(=O)NNC(=S)Nc1ccc(F)cc1
[34] CC(=O)Nc1ccc(S(=O)(=O)/N=C2/NC(=O)/C(=C\c3ccco3)S2)cc1
[35] COCCN(CC1CCCN(C2Cc3ccccc3C2)C1)C(=O)CCSC (configuration not stated)
[36] CCCC(=O)Nc1ccc2nc(C)n(Cc3ccccc3Cl)c(=O)c2c1
[37] COc1ccc(C2CC(=O)C(C=NCCCN3CCOCC3)=C(O)C2)cc1 (configuration not stated)
[38] Cc1ccccc1NC(=O)Cc1nc(COC(=O)c2cccc(O)c2)cs1
[39] Cc1ccc(CNC(=O)CSCc2cccc(F)c2)cc1
[40] CC1CN(S(=O)(=O)c2cccc(-c3cn4ccccc4n3)c2)CC(C)O1 (configuration not stated)

Compound,33,34,35,36,37,38,39,40
HCV inh,25%,7%,-5%,?,7%,?,-3%,?
TbPYK inhibitor,-19%,0%,-1%,0%,-5%,5%,-1%,-11%
LmPK inh,3%,-2%,-8%,-4%,0%,·,0%[11.5 µM],-7%
Pf growth 48h,9%,0%,17%,?,11%,?,86%[activator],?
Cycloheximide cs,0,5,1,-3,0,·,46*,19
Pf growth 96h,12%,?,-26%,-15%,3.3µM*,-48%,0%,·
Shiga inhibitor,-7,9,9,-4,8,·,65,-21

[41] O=C(CN1CCOCCOCCOCC1)Nc1ccccc1
[42] CCCn1nnc(NC(=O)c2ccc(F)cc2)n1
[43] CC(Oc1ccc(Cl)cc1)C(=O)Nc1sccc1C(N)=O (configuration not stated)
[44] Cc1ccc(C)c(-c2nnc(NC(=O)CCS(=O)(=O)c3ccccc3)o2)c1
[45] O=C(Nc1cccn(Cc2ccc(F)cc2)c1=O)NC1CCCCC1
[46] Cc1cccc(N(C)C(=O)c2cc(S(=O)(=O)N3CCCC3)cn2C)c1
[47] CCCCCC(O)(c1ccccc1)C(CN1CCOCC1)c1ccccc1 (configuration not stated)
[48] COc1cccc(/C=N/c2nc3ccccc3[nH]2)c1O

Compound,41,42,43,44,45,46,47,48
HCV inh,-6%,0%,-26%,1%,-26%,-6%,?,2%
TbPYK inhibitor,2%,0%,-3%,-2%,-2%,4%&-6%,-2%,-5%
LmPK inh,-4%,-7%,2%,·,1%,-3%,-4%,?
Pf growth 48h,·,155%[activator],?,?,?,18%,2.6µM*,-3%
Cycloheximide cs,-2,48*,12,·,-3,2,-3,2
Pf growth 96h,-4%,-9%,?,21%,?,11%,0%,-23%
Shiga inhibitor,4,57*,19,·,18,14,-1,-11

[49] CC(C)/C=N\NC(=O)CCCCC(=O)N/N=C/C(C)C
[50] CSc1nsc(SCC(=O)Nc2ccc(Br)cn2)n1
[51] CC(=O)NC(CC(=O)OCC(=O)NCCc1ccccc1)c1ccccc1 (configuration not stated)
[52] COc1ccc(C2C(C(C)=O)=C(O)C(=O)N2c2cccnc2)cc1OC (configuration not stated)
[53] Clc1ccccc1Cl
[54] CCc1nnc(NC(=O)c2csc3c2CCC(C)C3)s1 (configuration not stated)
[55] CCc1nonc1NC(=O)c1oc2cc(Br)ccc2c1C
[56] COc1ccc(/C=C2/SC(=S)N(CCCC(=O)N3CCN(C)CC3)C2=O)cc1
[57] CCN(CC)CCN(C(=O)c1ccc(N2C(=O)CCC2=O)cc1)c1nc2cc3c(cc2s1)OCCO3

Compound,49,50,51,52,53,54,55,56,57
HCV inh,1%,-10%,30%[activator],9%,·,·,-17%,-28%,14%
TbPYK inhibitor,3%,?,-7%,0%,11%,·,-1%,-16%,-3%
LmPK inh,-1%,0%,·,4%,·,5%,11%,?,-4%[11.5 µM]
Pf growth 48h,8%,12%,36%[activator],·,-3%,40%[activator],9.3µM*,?,26%
Cycloheximide cs,0,28*,·,0,·,-2,15*,12*,14
Pf growth 96h,-29%,44%[activator],2%,39%[activator],16%,-18%,?,13%,0%
Shiga inhibitor,-9,78*,·,-20,·,28,19,35*,28

Source: PubChem (National Center for Advancing Translational Sciences (NCATS))
